ERp5 block: ERp5 (human) disulfide isomerase inhibition; Q15084; ERp5 insulin aggregation, absorbance 650 nm, 90 min; inhibition, % at 9.99 µM; hit rate 0.05% among 350,000; AID 651711;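 active = mean replicate inhibition above about 25%, with every replicate also reaching it, limit read from the data, passing the limit was not always enough; inconclusive = only one of those two criteria met; inactive = neither criterion met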
Target sequence (Q15084 whole entry, looked up): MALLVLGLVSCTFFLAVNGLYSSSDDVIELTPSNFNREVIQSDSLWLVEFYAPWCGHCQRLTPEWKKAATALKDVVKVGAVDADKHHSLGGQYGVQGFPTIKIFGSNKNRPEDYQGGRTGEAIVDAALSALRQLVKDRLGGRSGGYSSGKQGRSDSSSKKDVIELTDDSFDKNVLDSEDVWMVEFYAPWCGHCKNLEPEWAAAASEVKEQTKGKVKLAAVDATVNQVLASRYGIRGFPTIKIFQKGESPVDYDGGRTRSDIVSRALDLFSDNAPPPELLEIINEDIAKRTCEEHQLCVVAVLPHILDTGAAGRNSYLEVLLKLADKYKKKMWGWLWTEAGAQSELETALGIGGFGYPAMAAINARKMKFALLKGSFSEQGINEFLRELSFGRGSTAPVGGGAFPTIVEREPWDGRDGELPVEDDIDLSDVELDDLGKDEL
PAX8 reporter: lowers PAX8-driven luciferase in RMG-I cells. RMG-I TPO-luciferase reporter, SteadyGlo, 24 h. inhibition, % at 12.6 µM. hit rate 1.2% among 360,000;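 active = mean replicate inhibition at least 60% with every replicate also reaching 60%; inconclusive = only one of the two criteria is met; inactive = mean below 60% and not all replicates reaching 60%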;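 also: luciferase light reporting Pax8 driven TPO promoter activity; plate controls were median of neutral control wells for no effect and mitoxantrone controls for full effect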
DENV2 CPE: inhibitors of DENV2 cytopathic effect | hit rate 1.7% among 350,000 | CPE inhibition, % at 9.99 µM | AID 651640 | DENV2-infected cells, cytopathic effect rescue, plate reader; in the data active = CPE inhibition above about 20%, passing the limit was not always enough; inconclusive = no clear call, values can overlap the other calls; tested in BHK-21 cells;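 also: 0% = median of neutral control wells and 100% = median of positive control wells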
EWS-Fli inh: EWS/Fli transcriptional activity inhibition | A673 NR0B1-luciferase reporter, viability-normalised | inhibition, % at 12.6 µM | hit rate 0.67% among 350,000;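 active = mean inhibition of at least 50% after viability correction, with every replicate also passing that limit; inconclusive = mean reaches 50% but only one of two replicates passes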;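 also: firefly luciferase signal divided by Alamar Blue viability fluorescence both relative to DMSO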
XiGFP reactiv: X-chromosome reactivation activator; activation, % at 7.58 µM; hit rate 0.055% among 360,000; XiGFP mouse fibroblasts, % GFP-positive cells imaging, 3 d; cells co-treated with 5-aza-dC sensitizer; scaled so ellipticine positive control = 100%;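 active = mean normalized replicate activation at least 10% and every replicate at or above 10%; inconclusive = only one of the two criteria met; inactive = mean below 10% and not all replicates reach 10%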;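 also: 0% = median of on-plate neutral control wells and 100% = ellipticine 6 µM median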
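System: SV40-immortalized XiGFP fibroblast cells, line 68-5-11 / Incubation: 3-day compound exposure, then 15 min fixation at room temperature / Compound: single concentration per compound, delivered by pin transfer / Buffer or medium: DMEM plus 5-aza-dC sensitizer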
INS-1E GSIS act: primary screen for activators of insulin secretion dependent on glucose, INS-1E cells, GLuc reporter luminescence | AID 743287 | INS-1E GLuc reporter insulin secretion, 2-3 h | activation, % at 16.6 µM | hit rate 0.61% among 370,000;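 active = lowest replicate activation of at least 40%, so every replicate reaches that level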;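 also: 0% = median of neutral control wells and 100% = median of IBMX positive control wells; some compounds called inactive have numbers as strong as hits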
CFTR F508del cor: correctors of CFTR F508del function in bronchial epithelial cells | CFBE cells, YFP halide quenching; stimulated with forskolin plus potentiator P3; % fluorescence drop versus neutral controls | activity (quench increase), % at 7.58 µM | hit rate 0.36% among 350,000 | AID 720511;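 active = mean added fluorescence quench of at least 8% versus neutral control, with both replicates also reaching 8%; inconclusive = only one of the mean or replicate conditions met; inactive = mean below 8% and not both replicates reaching 8%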;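 also: cells transiently co-express mutant CFTR-F508del with the halide-sensitive YFP; corrector assay measuring rescue of mutant channel to the surface after 24 h compound exposure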
ARNT TACC3 PPI: disrupts binding between human ARNT and TACC3 | AlphaScreen His-ARNT PAS-B/GST-TACC3 binding, luminescence; TACC3 fragment carries E629A point mutation | hit rate 0.66% among 390,000 | AID 623870 | inhibition, % at 9.99 µM | Q9Y6A5;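 active = mean inhibition of replicates at least 50% and at least half of replicates each reaching 50%; inconclusive = half or more replicates reach 50% but mean below 50%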;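 also: 0% = complete ARNT plus TACC3 wells and 100% = ARNT alone without TACC3; many hits fall short of the cut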
* = called active by the depositor; ? = inconclusive; . = not tested or not shown.

SMILES	ERp5 block	PAX8 reporter	DENV2 CPE	EWS-Fli inh	XiGFP reactiv	INS-1E GSIS act	CFTR F508del cor	ARNT TACC3 PPI
O=C(C[C@H]1CC[C@H]2[C@@H](COC[C@H](O)CN2Cc2cccc(C(F)(F)F)c2)O1)NCc1ccccc1	0	11	-11	5	0.2	-26	0.4	-4
CCN(CC(=O)Nc1ccc(OC)cc1)C(=O)CSCc1c(C)noc1C	1	4	74*	-10	0.1	1	-3.4	-7
C[C@H](CO)N1C[C@H](C)[C@H](CN(C)C(=O)Nc2ccc(C(F)(F)F)cc2)Oc2c(NS(=O)(=O)c3ccccc3)cccc2C1=O	2	-28	-5	-4	-0.5	-14	-0.1	0
Cc1ccc(S(=O)(=O)N2CCOCC2)cc1C(=O)OCC(=O)N1CCCC1=O	3	4	0	-14	-0.1	9	-0.4	3
O=C(CN1C2=NCCCN2c2ccccc21)c1ccc2c(c1)OCO2	0	.	2	9	.	12	-1.4	19
O=C(/C=C/c1ccco1)N1CCN(S(=O)(=O)c2ccc(F)c(F)c2F)CC1	-2	3	3	-4	0.3	-18	-1.5	5
COc1cccc(-c2ccc3c(c2)[C@@H]2[C@@H](CCN2C(=O)c2cccc(F)c2)[C@H](CO)N3)c1	-4	17	7	12	0.0	10	-2.3	-2
O=C(C[C@H]1CC[C@@H]2[C@H](COC[C@H](O)CN2C(=O)Nc2ccc(C(F)(F)F)cc2)O1)NC1Cc2ccccc2C1	-4	17	-4	1	-0.1	-17	-1.9	-4
O=C(NCCNCC(O)COc1ccc(O)cc1)N1CCOCC1 (configuration not stated)	-5	2	-4	-11	-0.1	-6	-3.0	-3
Cc1nn(CC(=O)Nc2ccc3nc4n(c(=O)c3c2)CCCC4)c(C)c1[N+](=O)[O-]	5	-7	-4	.	0.1	12	-0.8	6
Fc1ccccc1CCNc1c2c(nc3ncnn13)CCCC2	-5	7	9	23	0.0	-29	-2.4	1
COc1cc(/C=C2/C(=N)N3C(=NC2=O)SN=C3S(=O)(=O)C(C)C)ccc1OC(=O)c1ccco1	0	-14	6	0	0.0	.	1.5	2
CCOc1ccc(-c2nnc(N3CCOCC3)c3ccccc23)cc1	0	4	-7	-2	0.0	-8	1.9	12
O=S(=O)(Cc1ccccc1)NCC[C@@H]1CC[C@@H](NS(=O)(=O)c2ccccc2)[C@@H](CO)O1	-4	-6	-5	1	0.6	-4	3.0	-1
COc1ccc(COC(=O)C2=C(C)NC(=O)NC2c2ccc(OC)cc2)cc1 (configuration not stated)	2	-1	3	3	0.0	5	-0.8	.
N#C[C@@H]1[C@H](c2ccccc2)[C@H](CO)N1C(=O)c1ccccc1F	0	-3	?	-2	0.3	-6	1.2	2
COc1ccc(C(=O)COC(=O)c2ccc3ccccc3n2)cc1	-4	11	-5	-10	0.0	7	.	-5
CC(C)c1ccc(C(=O)NNC(=O)c2n[nH]c(=O)c3ccccc23)cc1	0	6	6	-10	0.3	-5	4.4	1
COc1cc(C(=O)Oc2cc(N)n(S(=O)(=O)c3ccccc3)n2)cc(OC)c1OC	-3	8	0	1	0.0	-9	3.2	-6
COC(=O)c1ccccc1NC(=O)Cn1cnc2cc(C)c(C)cc21	-1	.	4	12	.	7	-3.4	24
Cc1ccc(-c2ccc(CN3C(CC(C)C)C(=O)N(Cc4cn(CCC5OCCO5)nn4)CCS3(=O)=O)cc2)cc1 (configuration not stated)	3	8	-3	14	0.2	-19	1.7	.
COc1ccc(S(=O)(=O)Nc2ccc3c(c2)C(=O)N([C@H](C)CO)C[C@@H](C)[C@H](CN(C)S(C)(=O)=O)OCCCC[C@@H](C)O3)cc1	-7	-9	-10	4	0.0	6	-2.5	-3
O=C(Nc1ccc(F)cc1)C(c1cccc(F)c1)N1CCN(c2ccncc2)CC1 (configuration not stated)	3	-6	-9	4	0.8	-8	2.2	.
Cc1noc(C)c1S(=O)(=O)Nc1ccc2c(c1)C(=O)N([C@@H](C)CO)C[C@@H](C)[C@H](CN(C)C(=O)CCCN(C)C)OCCCC[C@@H](C)O2	.	13	-10	-10	0.1	1	-1.3	0
COc1ccc(C)cc1-n1c(SCC(=O)Nc2cc(C)on2)nc2ccccc2c1=O	0	12	11	14	0.0	5	-1.6	1
Cc1nnn(C23CC4CC(CC(CC(=O)Nc5cccc(F)c5)(C4)C2)C3)n1	-1	13	5	6	0.1	-17	-1.9	3
CC(C)c1ccc(/C=C/C(=O)N2CCCCCC2)cc1	-4	-131	6	-1	-0.1	-13	1.1	0
O=C(Nc1nccs1)[C@@H]1CCCN1S(=O)(=O)c1ccccc1F	1	-8	-8	-2	0.5	-6	-3.5	-1
Cc1ccc(S(=O)(=O)N[C@@H]2C=C[C@H](CC(=O)NCc3ccncn3)O[C@@H]2CO)cc1	5	0	3	0	1.4	8	2.4	-15
CCCCNC(=O)c1c(CSc2ccccc2)noc1C(=O)NCc1ccccc1	2	18	.	-4	0.0	14	2.0	-8
O=C(NCC(O)c1nc2ccccc2[nH]1)c1cc2ccccc2[nH]1 (configuration not stated)	1	15	0	3	-0.2	.	-3.1	.
O=C(c1ccc(C(F)(F)F)cc1)C1CCCN(C(=O)Cn2cnnn2)C1 (configuration not stated)	-1	-2	11	-5	0.1	-2	0.1	-3
O=C(CSc1nnnn1-c1ccc(O)cc1)c1ccc(F)cc1	3	-34	-2	-5	0.0	3	4.8	-1
CC1=Nc2ccccc2/C1=C/c1c(N)n2c(S(=O)(=O)C(C)C)nsc2nc1=O	4	13	.	18	0.0	7	2.3	.
COc1ccc(NC(=O)COC(=O)C2CCC(C(C)(C)C)CC2)c([N+](=O)[O-])c1 (configuration not stated)	.	0	.	.	0.0	16	.	5
CCCN1[C@@H]2Cn3c(cccc3=O)[C@H]1[C@@H](C(=O)NC1Cc3ccccc3C1)[C@@H]2CO	2	.	-3	-3	0.0	7	.	-1
C[C@H](NC(=O)[C@@H]1[C@@H](CO)[C@@H]2Cn3c(cccc3=O)[C@@H]2N1CC1CCCC1)c1ccccc1	1	.	.	9	0.0	9	.	.
CC(=O)c1c(C)[nH]c(C(=O)CSc2nc3ccccc3c(=O)n2CCCO)c1C	-4	18	-1	5	-0.1	7	-4.8	-5
O=C(COC(=O)c1c(Cl)cccc1Cl)Nc1cccc(S(=O)(=O)NC2=NCCCCC2)c1	0	-13	-4	0	0.3	-13	4.5	-1
COc1ccc(-c2nn(-c3ccccc3)cc2C2CC(c3cccs3)=NN2C(=O)CCCC(=O)O)cc1 (configuration not stated)	.	-2	.	.	0.0	17	.	-2
CCC(OC(=O)CC1Sc2ccccc2NC1=O)C(=O)NCC1CCCO1 (configuration not stated)	-3	.	-2	4	.	3	-0.8	-6
O=C(C[C@@H]1CC[C@H]2NC[C@H](O)COC[C@@H]2O1)NCCN1CCCCC1	.	-20	-1	-1	0.4	9	-0.2	1
COc1ccccc1N1C(=O)CC(Sc2nc(C)cc(C)n2)C1=O (configuration not stated)	-2	.	-1	.	.	13	.	6
Cc1c(CCC(=O)O)c(=O)oc2c(C)c(OCc3cc4c(cc3Cl)OCO4)ccc12	3	5	0	-2	0.0	0	0.3	-1
C[C@H](CO)N1C[C@H](C)[C@@H](CN(C)C)Oc2ncc(C#CC3CC3)cc2C1=O	0	.	-5	-5	0.0	9	-0.9	-1
CCN(c1ccc(OC)cc1)S(=O)(=O)c1ccc2c(c1)NC(=O)CS2	0	-1	11	.	0.0	-16	3.3	.
CCc1nnc(SCC(=O)N2CCc3ccccc32)n1CC	5	2	-7	3	-0.1	4	1.5	4
CC(C)(C)S(=O)N1Cc2cc(C(=O)NCc3ccc4c(c3)OCO4)nc(-c3cccc(C#CCC4CCCC4)c3)c2[C@H]1CCO (some centres not stated)	-2	.	7	4	.	.	3.6	.
COc1ccc(NC(=O)Nc2ccc3c(c2)C(=O)N([C@H](C)CO)C[C@@H](C)[C@@H](CN(C)C(=O)Cc2ccccc2)OCCCC[C@H](C)O3)cc1	0	99*	-11	-1	0.2	-4	-0.3	1
CCCN(C)C[C@H]1Oc2cc(-c3ccc(F)cc3)ccc2S(=O)(=O)N([C@H](C)CO)C[C@H]1C	.	-12	-1	6	0.1	-2	-1.2	7
CCn1c(SCC(=O)O)nnc1-c1cccnc1	-7	7	.	10	0.2	12	1.2	2
CC1=NN2C(=N)/C(=C\c3cc(C)n(-c4ccccc4)c3C)C(=O)N=C2S1	2	-17	-5	-2	0.0	3	-5.9	-6
Cc1ccc(N(C(=O)c2snc(C(N)=O)c2N)C(C(=O)NCC2CCCO2)c2ccc3ncccc3c2)cc1 (configuration not stated)	-2	-11	4	7	0.1	7	-0.9	.
COC(=O)C[C@H]1CC[C@H]2[C@@H](COc3ccc(NC(=O)Nc4ccccc4C)cc3C(=O)N2C)O1	6	7	-12	4	0.2	2	-0.9	-19
CC(C)C#Cc1ccc([C@@H]2[C@H](CO)N3C(=O)CN(C(=O)c4ccccn4)C[C@@H]23)cc1	5	.	8	.	0.0	3	-1.6	.
CCOc1cccc(C(=O)Nc2cc(C)ccc2NC(=O)c2ccco2)c1	4	.	-1	-16	-0.1	-5	1.5	-7
COC(=O)c1ccc(COC(=O)CNC(=O)c2cccs2)cc1	4	0	-4	3	0.1	-5	0.3	.
CN1CCC(N(C)S(=O)(=O)c2ccc(NC(=O)c3ccc(S(=O)(=O)N(C)C)cc3)cc2)CC1	3	8	5	-3	0.0	27	0.6	.
CC(C)C#Cc1ccc([C@H]2[C@@H](CO)N3CCCCN(C(=O)c4ccc(F)cc4)C[C@H]23)cc1	0	21	-1	3	-0.1	-17	2.7	7
O=C(Cn1c(=O)n(Cc2ccco2)c(=O)c2ccccc21)Nc1cccc(Cl)c1	-3	9	0	4	0.1	-25	5.7	1

In a second layout: results already given
SMILES,ERp5 block,PAX8 reporter,DENV2 CPE,EWS-Fli inh,XiGFP reactiv,INS-1E GSIS act,CFTR F508del cor,ARNT TACC3 PPI
CCn1c(SCC(=O)O)nnc1-c1cccnc1,-7,7,.,10,0.2,12,1.2,2
CC1=NN2C(=N)/C(=C\c3cc(C)n(-c4ccccc4)c3C)C(=O)N=C2S1,2,-17,-5,-2,0.0,3,-5.9,-6

New compounds follow.
SMILES	ERp5 block	PAX8 reporter	DENV2 CPE	EWS-Fli inh	XiGFP reactiv	INS-1E GSIS act	CFTR F508del cor	ARNT TACC3 PPI
Cc1cccc(CN2CCN(C(=O)CCl)CC2)c1	.	-8	.	.	-0.1	20	.	-3
CC(=O)c1ccc(NS(=O)(=O)c2cc(-c3cnc(C4CC4)o3)ccc2C)cc1	6	4	3	.	-0.2	-8	0.3	-8
O=C(OCC(=O)N(CCc1ccccc1)Cc1ccccc1)c1ccccc1[N+](=O)[O-]	-1	.	1	-6	0.0	-8	-2.5	4
O=C(C1CCCN(S(=O)(=O)c2cc(Cl)ccc2Cl)C1)N1CCCCCC1 (configuration not stated)	2	.	3	.	0.3	-31	0.4	0
NC(c1csc(NC(=O)Nc2cccc(Cl)c2)n1)C1CCCCC1 (configuration not stated)	1	0	112*	42	-0.2	-6	-0.3	.
Cc1nn(C)cc1NC(=O)C[C@@H]1CC[C@H]2[C@H](COc3ccc(NC(=O)c4cccc(F)c4)cc3C(=O)N2C)O1	0	-16	5	-11	0.0	1	-0.7	1
O=C(Nc1ccc(OC(F)F)cc1)c1ncc(Cl)c(Cl)c1Cl	-7	4	1	-8	0.0	7	-2.2	3
COc1ccccc1C(=O)N(Cc1ccc(Cl)cc1)C1CCS(=O)(=O)C1 (configuration not stated)	-5	1	-5	.	0.2	3	-0.2	1

From PubChem
